MEKK2 mut-MEK5: signal of MEK5 binding to mutant human MEKK2 PB1 domain | bead flow cytometry, Alexa488-MEK5 binding to MEKK2 mutant | percent response, % at 10 µM | 0.35% of 290,000 active | AID 1530; in the data active = percent response above about 24%, passing the limit was not always enough; also: inactives centre near 1; some results filed as inactive read as strong as hits; reference of the scale not given here
NALP1 yeast inh: inhibitors of NALP1 inflammasome in yeast; S. cerevisiae NALP1/ASC/caspase-1 growth, X-gal OD620, 72 h; inhibition, % at 10 µM; 0.61% of 280,000 active; in the data active = inhibition mostly above about 24%, no sharp cut-off; inactive = mostly below about 32%; also: some compounds called inactive have numbers as strong as hits
pCIP destab: p/CIP protein destabilization. Q05BA5. F442A p/CIP-EGFP cells, EGFP fluorescence, 16 h. decrease of EGFP signal, % at 10 µM. 0.01% of 290,000 active;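 active = EGFP signal decrease of at least 30% at 10 µM or well 3 SD below plate mean, unless failing retest; inactive = the rest, including hits failing retest or dose response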; also: some compounds called inactive have numbers as strong as hits; many of its hits are not listed in these tables
PfM18AAP inh: PfM18AAP enzyme inhibition; recombinant PfM18AAP, H-Glu-NHMec fluorogenic cleavage; inhibition, % at 7.35 µM; 1.2% of 290,000 active; AID 1822;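 active = inhibition above the campaign mean inhibition over all tested compounds plus 3 SD, cut at about 28% in these data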;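 also: 0% = plate median of test compound wells and 100% = 2 mM ZnCl2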
MEKK2wt PB1 HTS: raises or lowers MEK5 binding to wildtype human MEKK2 PB1 domain; Q9Y2U5; bead flow cytometry, Alexa488-MEK5 binding to MEKK2 WT; actives lie on both sides; binding response (% of control), % at 10 µM; 1.1% of 290,000 active; AID 1531; in the data active = binding response below about 67% or above about 130%
IDE cell activ: IDE (human) activation, cell-based | P14735 | HEK cells, FAbeta-B cleavage, fluorescence polarization; 0% vehicle, 100% cell-free pure enzyme wells | activation, % at 5.96 µM | 0.073% of 340,000 active | AID 493087;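 active = activation above the mean of all tested compounds plus 3 SD, set per screening campaign, cut at about 17% in these data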
Target sequence (P14735 whole entry, looked up): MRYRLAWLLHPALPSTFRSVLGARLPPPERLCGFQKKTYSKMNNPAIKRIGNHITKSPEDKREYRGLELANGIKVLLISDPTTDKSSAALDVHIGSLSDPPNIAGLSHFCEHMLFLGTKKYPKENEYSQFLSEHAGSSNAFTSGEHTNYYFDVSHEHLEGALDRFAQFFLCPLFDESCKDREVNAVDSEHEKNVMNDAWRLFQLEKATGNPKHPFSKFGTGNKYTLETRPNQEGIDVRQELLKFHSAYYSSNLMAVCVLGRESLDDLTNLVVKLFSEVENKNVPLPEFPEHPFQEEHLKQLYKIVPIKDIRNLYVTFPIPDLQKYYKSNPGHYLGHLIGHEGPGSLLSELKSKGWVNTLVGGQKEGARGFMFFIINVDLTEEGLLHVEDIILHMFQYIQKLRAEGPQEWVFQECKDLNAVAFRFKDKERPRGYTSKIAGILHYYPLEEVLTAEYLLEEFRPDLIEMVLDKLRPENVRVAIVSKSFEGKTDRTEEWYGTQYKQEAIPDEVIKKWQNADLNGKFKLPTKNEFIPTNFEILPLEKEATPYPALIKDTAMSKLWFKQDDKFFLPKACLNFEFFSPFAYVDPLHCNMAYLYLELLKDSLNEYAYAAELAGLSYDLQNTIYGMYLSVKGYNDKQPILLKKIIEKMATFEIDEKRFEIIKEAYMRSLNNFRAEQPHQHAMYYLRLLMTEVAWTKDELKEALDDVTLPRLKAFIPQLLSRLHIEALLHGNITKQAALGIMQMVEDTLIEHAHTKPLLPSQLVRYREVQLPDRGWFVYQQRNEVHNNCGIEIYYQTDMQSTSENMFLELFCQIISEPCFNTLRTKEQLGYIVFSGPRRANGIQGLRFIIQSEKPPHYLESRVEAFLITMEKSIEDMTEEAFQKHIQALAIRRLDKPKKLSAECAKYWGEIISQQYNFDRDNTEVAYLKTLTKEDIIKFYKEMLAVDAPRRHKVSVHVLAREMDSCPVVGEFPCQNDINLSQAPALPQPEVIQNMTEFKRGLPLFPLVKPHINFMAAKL
IDE cell inh: inhibits human insulin-degrading enzyme in HEK cells. P14735. inhibition, % at 5.59 µM. AID 434962. FAbetaB cleavage, fluorescence polarization. 0.41% of 320,000 active;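 active = percent inhibition above the average of all tested compounds plus 3 SD, set per screening campaign, cut at about 16% in these data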;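 also: IDE supplied by intact live HEK cells; FP after avidin binding of uncleaved biotin substrate so inhibition keeps polarization high; 0% = DMSO wells and 100% = 60 µM reference IDE inhibitor Ii1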
SUMO HTRF inh: blocks human SUMOylation mediated by UBC9. P63279. HTRF SUMOylation assay, SAE1/SAE2 + UBC9, in vitro. inhibition, % at 35 µM. 0.36% of 290,000 active; in the data active = inhibition above about 50%, passing the limit was not always enough; also: strong numbers were not always called active
MEKK3 PB1 HTS: raises or lowers MEK5 binding to the human MEKK3 PB1 domain | Q99759 | bead-based flow cytometry, Alexa488-MEK5 binding to MEKK3; actives lie on both sides; 0 = blocked by unlabeled MEK5, 100 = vehicle | binding response (% of control), % at 10 µM | 1.4% of 290,000 active | AID 1529;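 active = binding response more than 3 SD above or below the average of its plate-row segment, actives on both sides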;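 also: Alexa488 bead fluorescence after subtracting the streptavidin-only scavenger bead signal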
* hit, by the source's call; . = no result given; [ ] = dose if it differs, or a comment.

Start of the data: the first 13 compounds as a preview:
SMILES	MEKK2 mut-MEK5	NALP1 yeast inh	pCIP destab	PfM18AAP inh	MEKK2wt PB1 HTS	IDE cell activ	IDE cell inh	SUMO HTRF inh	MEKK3 PB1 HTS
CCCCC1=CC2=C(c3ccco3)C(=O)C(C)(OC(=O)c3ccc(OC)cc3)C(=O)C2=CN1Cc1ccccc1 (stereo not given)	1	.	-16	.	101	-3	11	12	105
Cc1cc(C(=O)OCC(=O)NCc2ccco2)c(C)o1	-1	-35	-13	2	109	2	-5	2	108
COc1ccc(SCCN2CCN(C)CCC2=O)cc1	4	.	-9	.	103	4	.	8	106
O=C(NC1CC1)c1ccc(CS(=O)c2ccc(Br)cc2)o1 (stereo not given)	2	4	-1	-4	102	1	2	-4	102
NC(=O)COC(=O)CSc1ccc2ccccc2c1	-1	-2	-5	-6	99	5	2	8	106
Nc1nc(CSc2nnc(-c3cccc(F)c3)n2-c2ccccc2)nc(N2CCOCC2)n1	-3	6	-8	-1	91	-1	-2	12	85
O=C(NCc1n[nH]c(=S)n1-c1cccc(Cl)c1)c1cccs1	4	-14	8	24	104	2	3	15	105
CCn1nnc2cc(C(=O)Nc3cc(S(C)(=O)=O)ccc3Cl)ccc21	1	13	3	-1	101	3	0	9	101
CCCS(=O)(=O)N1CCCC(c2nc(-c3cccc(OC)c3)no2)C1 (stereo not given)	12	21	-1	0	105	6	1	8	105
CCCCc1cc(=O)oc2c(C)c(OCC(=O)N3C[C@H]4C[C@@H](C3)c3cccc(=O)n3C4)ccc12	0	-2	1	0	101	-21	23*	2	103
CC(C)CC(=O)NC(=S)N1CCCCCC1	1	14	-6	1	99	5	2	2	99
COc1ccc(C(OC(=O)c2cccs2)C(=O)NCC2CCCO2)cc1 (stereo not given)	-8	34	-12	6	83	1	8	8	82
Cc1cccc(C)c1NC(=O)CN(c1ccccn1)S(=O)(=O)c1ccc(F)cc1	-9	-6	-4	-4	98	3	0	8	110

The list itself (from the top)
SMILES	MEKK2 mut-MEK5	NALP1 yeast inh	pCIP destab	PfM18AAP inh	MEKK2wt PB1 HTS	IDE cell activ	IDE cell inh	SUMO HTRF inh	MEKK3 PB1 HTS
CCCCC1=CC2=C(c3ccco3)C(=O)C(C)(OC(=O)c3ccc(OC)cc3)C(=O)C2=CN1Cc1ccccc1 (stereo not given)	1	.	-16	.	101	-3	11	12	105
Cc1cc(C(=O)OCC(=O)NCc2ccco2)c(C)o1	-1	-35	-13	2	109	2	-5	2	108
COc1ccc(SCCN2CCN(C)CCC2=O)cc1	4	.	-9	.	103	4	.	8	106
O=C(NC1CC1)c1ccc(CS(=O)c2ccc(Br)cc2)o1 (stereo not given)	2	4	-1	-4	102	1	2	-4	102
NC(=O)COC(=O)CSc1ccc2ccccc2c1	-1	-2	-5	-6	99	5	2	8	106
Nc1nc(CSc2nnc(-c3cccc(F)c3)n2-c2ccccc2)nc(N2CCOCC2)n1	-3	6	-8	-1	91	-1	-2	12	85
O=C(NCc1n[nH]c(=S)n1-c1cccc(Cl)c1)c1cccs1	4	-14	8	24	104	2	3	15	105
CCn1nnc2cc(C(=O)Nc3cc(S(C)(=O)=O)ccc3Cl)ccc21	1	13	3	-1	101	3	0	9	101
CCCS(=O)(=O)N1CCCC(c2nc(-c3cccc(OC)c3)no2)C1 (stereo not given)	12	21	-1	0	105	6	1	8	105
CCCCc1cc(=O)oc2c(C)c(OCC(=O)N3C[C@H]4C[C@@H](C3)c3cccc(=O)n3C4)ccc12	0	-2	1	0	101	-21	23*	2	103
CC(C)CC(=O)NC(=S)N1CCCCCC1	1	14	-6	1	99	5	2	2	99
COc1ccc(C(OC(=O)c2cccs2)C(=O)NCC2CCCO2)cc1 (stereo not given)	-8	34	-12	6	83	1	8	8	82
Cc1cccc(C)c1NC(=O)CN(c1ccccn1)S(=O)(=O)c1ccc(F)cc1	-9	-6	-4	-4	98	3	0	8	110
O=C(NCc1ccccc1)C1CCCN(S(=O)(=O)c2ccc(Br)cc2)C1 (stereo not given)	2	-12	-19	1	98	-2	0	-1	98
COc1ccc2[nH]c(=O)c(CN(CCc3ccccc3)C(C)=O)cc2c1	-3	7	2	-1	91	2	10	1	93
CCC(Sc1nnc(C)s1)C(=O)Nc1nccs1 (stereo not given)	1	12	-10	5	96	0	8	14	95
CCCCNC(=O)N1CCOCCOCCN(C(=O)NCCCC)CCOCCOCC1	-16	-1	-14	-16	95	4	5	-6	89
CCOc1ccccc1N1CCN(CC(O)COc2ccc3c(C)cc(=O)oc3c2)CC1 (stereo not given)	2	-18	-4	-5	105	-2	-2	-4	101
OC1(C#CCCN2CCCCC2)c2ccccc2-c2ccccc21	-3	4	-1	-8	92	4	7	7	99
NS(=O)(=O)c1ccc(NC(=O)COC(=O)c2ccc3c(c2)OCCO3)cc1	2	-10	-7	1	105	-3	1	15	104
COCCCN(Cc1ccco1)C(=O)c1cc2c(s1)-c1ccc(Cl)cc1S(=O)(=O)C2	2	10	2	2	102	-2	2	14	102
CC(C)(C)c1ccc(C(=O)c2c[nH]c(C(=O)NCC3CCCO3)c2)cc1 (stereo not given)	2	22	-8	0	101	2	-3	6	102
COC(=O)c1ccccc1NC(=O)Cn1nnc(-c2ccc(OC)cc2)n1	5	1	-11	-7	93	4	2	10	108
COC(=O)c1ccc(NC(=O)Nc2ccc(OC)cc2)cc1	-9	4	7	-5	99	5	1	6	95
O=C(OCc1cc2ccccc2[nH]c1=O)c1ccco1	2	6	4	-1	96	1	-1	0	98
Cc1c(C)c2c(OCC(=O)NC3CC3)cc3c(c2oc1=O)CCC(C)(C)O3	2	12	-2	4	103	3	1	29	102
C/C(=N\N=C1/SC(CC(=O)O)C(=O)N1c1ccccc1)c1ccc(C)cc1 (stereo not given)	7	23	-11	7	104	3	-1	13	107
NC(=O)c1c(NC(=O)CN2C(=O)NC(Cc3ccccc3)C2=O)sc2c1CCC2 (stereo not given)	12	42*	-13	-13	97	4	5	16	103
Cc1ccc(N2CC(C(=O)NCc3ccc(C)n3C)CC2=O)cc1 (stereo not given)	-2	20	9	3	92	1	2	3	98
NNC(=O)c1csc(CS(=O)(=O)c2ccc(Cl)cc2)n1	2	.	-7	-3	98	.	-3	3	103
CCCCn1c(C(C)NC(=O)CCC)nc2ccccc21 (stereo not given)	9	.	-24	-4	99	2	7	-4	97
Cc1c(-n2c(SCC(=O)NC(C)C(C)C)nc3ccccc3c2=O)c(=O)n(-c2ccccc2)n1C (stereo not given)	-11	-6	3	-6	70	1	9	4	68
O=C(O)c1ccn2c(C(=O)c3ccc(Cl)cc3)c(-c3ccccc3)cc2c1	25	-33	-3	3	114	8	0	24	126
CCc1ccc(C(=O)CSc2nc(N)cc(=O)[nH]2)cc1	4	16	-8	-4	110	2	3	4	104
O=C1N(Cc2cccc(Cl)c2)C[C@@H]2C[C@@H](c3c[nH]c4ccccc34)N3CCC[C@@]123	22	6	-2	1	.	1	5	-6	63*[inhibitor]
Cc1ccc2cc(CN(CC3CCCO3)S(=O)(=O)c3ccccc3)c3nnnn3c2c1 (stereo not given)	5	1	5	10	100	6	4	-2	107
c1ccc(-n2ncc3c2ncn2nc(CSc4nc5ccccc5s4)nc32)cc1	.	-3	-13	.	.	3	-3	8	.
O=C(O)c1c(C(=O)O)c(-c2ccc(F)cc2)n2c1CCC2	2	16	-2	-2	104	4	2	5	105
NC(=O)c1ccc(C2SCC(=O)N2Cc2ccccc2)cc1 (stereo not given)	-2	11	4	3	106	4	4	2	104
CCC(=O)OC1(C)C(=O)C2=COC(c3ccc(OC)cc3)=CC2=C(Br)C1=O (stereo not given)	-2	-2	0	.	99	0	1	8	93

Reformatted: 2 of the compounds above.
| SMILES | MEKK2 mut-MEK5 | NALP1 yeast inh | pCIP destab | PfM18AAP inh | MEKK2wt PB1 HTS | IDE cell activ | IDE cell inh | SUMO HTRF inh | MEKK3 PB1 HTS |
| --- | --- | --- | --- | --- | --- | --- | --- | --- | --- |
| O=C(O)c1c(C(=O)O)c(-c2ccc(F)cc2)n2c1CCC2 | 2 | 16 | -2 | -2 | 104 | 4 | 2 | 5 | 105 |
| Cc1c(-n2c(SCC(=O)NC(C)C(C)C)nc3ccccc3c2=O)c(=O)n(-c2ccccc2)n1C (stereo not given) | -11 | -6 | 3 | -6 | 70 | 1 | 9 | 4 | 68 |

Next compounds follow.
SMILES	MEKK2 mut-MEK5	NALP1 yeast inh	pCIP destab	PfM18AAP inh	MEKK2wt PB1 HTS	IDE cell activ	IDE cell inh	SUMO HTRF inh	MEKK3 PB1 HTS
CCOc1ccc(/C=N\NC(=O)CC(=O)NCCc2ccccc2)cc1	4	.	-11	-3	109	2	-2	9	106
CC(C)CNC(=O)c1ccc(COc2ccc(Cl)cc2Cl)o1	2	12	1	6	104	-8	-2	-19	105
CCC(C)(C)n1nnnc1C(c1ccccc1)N1CCN(Cc2ccccc2)CC1 (stereo not given)	-5	3	-20	-5	109	2	3	11	104
O=C(NCCN1CCOCC1)C(=O)NCC1OCCN1S(=O)(=O)c1ccc(Br)cc1 (stereo not given)	8	20	4	-9	110	4	-1	17	103
COc1cccc(CN2CCN(Cc3ccc(C)o3)CC2CCO)c1 (stereo not given)	-11	4	3	-2	88	0	3	8	101
Cc1cc(=O)[nH]c(Nc2ccc(N(C)C)cc2)n1	7	0	6	-19	100	-2	-2	-16	101
CCN(CC)CCC(c1ccc(N(C)C)cc1)c1c(OC)cc(OC)c2ccc(=O)oc12 (stereo not given)	7	-35	-8	.	117	0	4	14	87
Cc1ccc(C2NC(=O)c3c(sc4c3CCN(C)C4)N2)o1 (stereo not given)	7	-12	-11	7	103	5	5	6	108
CC(=O)N1N=C(c2cccs2)CC1c1cccs1 (stereo not given)	1	2	-4	7	98	3	3	13	101
O=C(O)CCCn1cc(NC(=O)c2cc(F)c(F)cc2Cl)cn1	1	18	2	-16	99	2	3	1	100
CC(C)C[C@H](NC(=O)c1nc[nH]c1C(=O)NC(c1ccccc1)c1ccccc1)C(=O)OCc1ccccc1	-10	1	-17	4	98	4	0	-45	94
CCOC(=O)C1(Cc2ccccc2C(F)(F)F)CCN(C(C)CCn2cccn2)CC1 (stereo not given)	-9	2	-7	3	102	1	5	-11	108
O=C1CC(NCc2cccs2)C(=O)N1c1ccc(Cl)cc1 (stereo not given)	17	19	3	6	123	6	6	-14	115
CCCCOCCCNC(=S)Nc1ccc(S(=O)(=O)N2CCOCC2)cc1	-6	-13	1	8	96	0	3	-11	96
CCN(C(=O)COC(=O)/C=C/c1ccc(S(=O)(=O)N2CCc3ccccc32)cc1)C1CCS(=O)(=O)C1 (stereo not given)	4	-4	-12	2	104	.	1	0	104
C/C(=N\Nc1cccc2cccnc12)c1ccc(N)cc1	7	-1	-10	16	104	-4	4	30	105
O=C(O)C1CCC(CN(Cc2cccc(Br)c2)C(=S)Nc2ccccc2F)CC1 (stereo not given)	2	8	7	5	98	3	7	2	102
CCOC(=O)c1sc2nc(CSc3ccccc3)nc(N3CCC(C(N)=O)CC3)c2c1C	-5	-4	40*	3	95	-2	0	-2	105
CCN(C1CCCCC1)S(=O)(=O)c1ccc(C(=O)O)cc1	2	28	-9	-1	103	3	2	1	104
COc1ccc(S(=O)(=O)Cc2ccc(C(=O)N3CCN(c4cc(Cl)ccc4C)CC3)o2)cc1	4	-23	-1	3	113	4	3	-7	117

Source: PubChem BioAssay

The list is partial; count on the stated rates, not on these rows.
